NSD2 inh – NSD2 histone methyltransferase inhibitors, primary screen, biochemical, AlphaScreen, single concentration, set 2; 310,000 tested, 0.54% active; NSD2 peptide methylation, 120 min; inhibition, % at 12.5 µM; in the data active means inhibition above about 50%
PKA-R2B activ – activators of PKA-R2B holoenzyme, primary screen, biochemical, fluorescence polarization, Cy5-IP20, human; cAMP-dependent protein kinase catalytic subunit beta (Homo sapiens) + cAMP-dependent …; PKA-R2B holoenzyme dissociation; R2B truncated from residue 108, S112A mutant; 0% DMSO only, 100% 113 µM cGMP; activation, % at 11.4 µM; 340,000 tested, 0.079% active; AID 504700, 2011;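 active means activation above a cutoff set at the mean over all compounds plus 3 SD, cut at about 18% in these data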;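 further: higher means more holoenzyme dissociation and a rise in polarization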
Target sequence (P31323 whole entry, looked up, other chains not shown, the tested form may be a part): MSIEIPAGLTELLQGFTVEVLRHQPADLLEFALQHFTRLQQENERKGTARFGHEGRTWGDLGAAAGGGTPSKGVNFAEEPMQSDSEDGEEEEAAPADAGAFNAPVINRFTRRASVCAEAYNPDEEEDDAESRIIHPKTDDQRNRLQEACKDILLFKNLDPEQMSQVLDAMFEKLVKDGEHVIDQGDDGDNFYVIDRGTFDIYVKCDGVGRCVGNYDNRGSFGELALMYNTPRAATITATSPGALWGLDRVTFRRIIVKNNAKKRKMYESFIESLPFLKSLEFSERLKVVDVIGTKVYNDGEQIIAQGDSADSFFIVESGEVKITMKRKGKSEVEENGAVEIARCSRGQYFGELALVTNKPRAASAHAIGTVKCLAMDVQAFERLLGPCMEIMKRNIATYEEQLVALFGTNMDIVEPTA
PKA-R1A act – activators of PKA-R1A holoenzyme, primary screen, biochemical, fluorescence polarization, Cy5-IP20, bovine R1A, mouse PKAc. 340,000 tested, 0.083% active. activation, % at 11.4 µM. AID 504707, 2011. PKA-R1A dissociation; scaled: DMSO 0%, 113 µM cGMP 100%. cAMP-dependent protein kinase type I-alpha regulatory subunit (Bos taurus) + …;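 active means percent activation above the mean of all tested compounds plus 3 SD, cut at about 19% in these data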;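 further: higher means more PKAc released from R1A so a rise in polarization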
SR-BI HDL uptake – inhibitors of SR-BI mediated HDL lipid uptake, primary screen, ldlA[mSR-BI] cells, fluorescence, single point | Scavenger receptor class B member 1 (Mus musculus), Q61009 | ldlA[mSR-BI] CHO cells, DiI-HDL uptake fluorescence, 3 h | inhibition, % at 12.5 µM | 320,000 tested, 0.96% active;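 active means mean replicate inhibition of at least 70% and a set share of replicates each scoring 70 or more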;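 further: 0% = median of neutral control wells and 100% = median of positive control wells; values of inactives mirror those of a sister screen read the other way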
SR-BI DiI-HDL act – activators of SR-BI mediated DiI-HDL uptake, primary screen, ldlA[mSR-BI] CHO cells, DiI fluorescence. 3 h; 100 = double the neutral-control signal. activation, % at 12.5 µM. 320,000 tested, 0.096% active. AID 504775, 2011;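 active means mean replicate activation of at least 60% and every replicate at or above 60%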;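 further: 0% = median plate neutral-control signal and 100% = twice that signal; values of inactives mirror those of a sister screen read the other way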
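system = CHO ldlA[mSR-BI] cells, LDL receptor-null, SR-BI overexpressing | medium = Ham's F12 with 0.5% BSA, HEPES 25 mM, pH 7.4 | probe or stimulus = DiI-HDL 10 µg/mL | compound dosing = single-point compound dose | incubation = compound exposure 3 h, 37 °C | technique = DiI fluorescence, bottom read | read-out = cell-associated DiI fluorescence as measure of HDL uptake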
SUMO Mot1 rescue – yeast Mot1-301 growth rescue at high temperature, primary screen, SUMOylation pathway inhibitor project, S. cerevisiae, ATP luminescence, 38.5C | growth rescue, % at 18.8 µM | S. cerevisiae Mot1-301 growth rescue; percent above DMSO median, 100 means doubled | 320,000 tested, 1% active | AID 2716, 2010;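 active means every valid replicate shows activation above 250% relative to neutral control wells; inactive means the rest, any valid replicate at or below 250%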;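 further: OY570 slx delta 5 strain wells were the positive control but not used for scaling; some compounds called inactive have numbers as strong as hits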
dFosB act – activators of delta FosB homodimer, primary screen, biochemical, fluorescence polarization, TAMRA-CDK5 oligo, single point; purified delta FosB; percent of positive-control signal above neutral wells; activation, % at 25 µM; AID 493131, 2011; 340,000 tested, 0.99% active;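 active means mean activation above about 17%, with every replicate also reaching it, limit read from the data, passing the limit was not always enough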;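 further: fluorescence polarization rise as delta FosB binds a TAMRA Cdk5 AP-1 oligo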
MITF TRPM1 HTS – activators of MITF-driven TRPM1 promoter reporter, primary screen, cell-based, SK-MEL-5, luciferase, single point. SK-MEL-5 TRPM1-promoter luciferase, 24 h; % of positive control, neutral wells = 0. activation, % at 12.5 µM. 300,000 tested, 0.75% active;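 active means mean activation of at least 80% with every replicate also reaching 80%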;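 further: 0% = neutral control wells and 100% = parthenolide positive control wells; values of inactives mirror those of a sister screen read the other way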
Arrestin-AP2 inh – inhibitors of beta-arrestin/AP2 binding, primary screen, biochemical, GPCR trafficking, flow cytometry; inhibition, % at 10 µM; FITC-arrestin peptide / GST-AP2 beads; AP2 beta2 appendage carries R879A mutation; 340,000 tested, 0.31% active; AID 504490, 2011; beta-arrestin 1 C-terminal peptide binding to AP2 beta2-adaptin appendage (human);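 active means inhibition above a set limit, near 3 SD of compounds lacking own fluorescence, cut at about 54% in these data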;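 further: plate controls were DMSO wells for no effect and 5 µM unlabelled arrestin peptide for full effect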
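System: GST-tagged AP2 beta2-adaptin appendage (R879A) on 4 µm glutathione beads / Reagent: FITC-arrestin peptide, 50 nM / Detection: HyperCyt-sampled flow cytometry, FL1 channel, ex 488/em 535 nm / Timing: 12 min plus 1 h, RT / Buffer or medium: PBS plus Tween 20 (0.05%) and BSA (0.1%)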
CDK5 p35 inh – inhibitors of human CDK5/p35 kinase, primary screen, biochemical, single concentration; AID 488839, 2010; 330,000 tested, 0.01% active; inhibition, % at 10 µM; Recombinant CDK5/p35, ADP-Glo luminescence, 60 min; Cyclin-dependent kinase 5 (Homo sapiens) + Cyclin-dependent kinase 5 activator 1 (Homo …;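 active means highest replicate inhibition of at least 50% and at least 75% of replicates reaching 50%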;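 further: plate controls were DMSO neutral control for no effect and GW8510 at 10 µM for full effect; many of its hits are not listed in these tables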
Target sequence (Q00535 whole entry, looked up): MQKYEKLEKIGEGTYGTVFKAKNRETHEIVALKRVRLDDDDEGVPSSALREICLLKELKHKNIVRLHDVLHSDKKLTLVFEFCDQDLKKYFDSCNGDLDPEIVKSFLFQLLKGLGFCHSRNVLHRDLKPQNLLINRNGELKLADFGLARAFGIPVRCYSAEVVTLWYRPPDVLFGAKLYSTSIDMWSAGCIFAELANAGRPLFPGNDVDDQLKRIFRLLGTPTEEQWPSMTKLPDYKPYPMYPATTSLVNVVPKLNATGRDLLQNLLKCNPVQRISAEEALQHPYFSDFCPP
Target sequence (Q15078 whole entry, looked up): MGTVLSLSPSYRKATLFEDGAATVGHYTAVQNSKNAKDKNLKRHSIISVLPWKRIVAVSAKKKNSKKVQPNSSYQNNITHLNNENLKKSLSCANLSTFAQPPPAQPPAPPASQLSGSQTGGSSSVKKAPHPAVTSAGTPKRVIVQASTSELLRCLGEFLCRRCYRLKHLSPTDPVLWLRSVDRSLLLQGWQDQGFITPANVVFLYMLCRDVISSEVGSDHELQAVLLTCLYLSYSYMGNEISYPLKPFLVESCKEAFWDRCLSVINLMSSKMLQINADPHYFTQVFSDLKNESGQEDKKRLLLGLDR
DSG3 Ab inh – inhibitors of pemphigus antibody binding to DSG3, primary screen, biochemical, bead-based, flow cytometry, scFv-GFP; AID 588358, 2011; binding (percent of control), % at 10 µM; 310,000 tested, 0.48% active; DSG3-coupled beads, scFv-anti-DSG3-GFP binding; stronger effect = lower value; Desmoglein-3 (Homo sapiens), P32926;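 active means binding more than 3 SD below its plate's average and above zero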;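 further: hits lower antibody fragment binding to DSG3; some compounds called inactive have numbers as strong as hits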
The depositor's hits bear a star; . = not tested or not shown.

A first look, 2 compounds:
SMILES	NSD2 inh	PKA-R2B activ	PKA-R1A act	SR-BI HDL uptake	SR-BI DiI-HDL act	SUMO Mot1 rescue	dFosB act	MITF TRPM1 HTS	Arrestin-AP2 inh	CDK5 p35 inh	DSG3 Ab inh
COc1ccc2cc(C(c3nnnn3C(C)(C)C)N3CCSCC3)c(=O)[nH]c2c1 (stereo not drawn)	29	3	2	.	.	-11	-8	10	-36	0.1	105
CN(C)/C(Cn1cncn1)=C1/N=C(c2ccccc2)OC1=O	3	-12	-3	0	0	7	3	-6	7	0.4	104

The listing (from the top)
SMILES	NSD2 inh	PKA-R2B activ	PKA-R1A act	SR-BI HDL uptake	SR-BI DiI-HDL act	SUMO Mot1 rescue	dFosB act	MITF TRPM1 HTS	Arrestin-AP2 inh	CDK5 p35 inh	DSG3 Ab inh
COc1ccc2cc(C(c3nnnn3C(C)(C)C)N3CCSCC3)c(=O)[nH]c2c1 (stereo not drawn)	29	3	2	.	.	-11	-8	10	-36	0.1	105
CN(C)/C(Cn1cncn1)=C1/N=C(c2ccccc2)OC1=O	3	-12	-3	0	0	7	3	-6	7	0.4	104
CCn1ncc(C(=O)Nc2ccccc2C)c1C	-1	-18	-6	-17	17	-3	2	6	0	1.3	112
COc1ccc(C2C(C#N)=C(C)NC(C)=C2C(=O)OC(C)C)c(OC)c1 (stereo not drawn)	-5	0	-1	2	-2	-12	-7	11	-3	-1.1	101
COCCN=C1Sc2nc3ccc(C)cc3cc2CN1Cc1cccs1	2	-6	-9	31	-31	-10	-14	21	5	-1.1	106
COc1ccc(S(=O)(=O)N(C)CC(=O)Nc2ccccc2SC)cc1Cl	-1	-8	-6	16	-16	-16	-6	0	12	-2.0	98
Cc1ccc(NC(=O)CCN2CCOCC2)cc1C	-2	-1	4	1	-1	176	5	6	-6	1.0	95
O=C(COc1ccc(Nc2ccccc2)cc1)OCC(=O)N1CCCCC1	1	-10	-14	-2	2	401	-10	-4	-8	-4.9	90
CCOP(=O)(OCC)C(Nc1ccc(C(=O)O)cc1)c1ccccc1 (stereo not drawn)	2	-10	-5	.	.	-6	-4	-1	6	-3.7	102
O=C(CCc1ccccc1)NCCc1cccs1	0	7	-8	-3	3	.	-8	27	17	-1.1	109
Cc1ccc(-c2cc(C(=O)NCc3ccc4c(c3)OCO4)no2)cc1	9	-12	-17	-14	14	6	4	14	-3	0.0	104
C[C@@H]1[C@H](O)C[C@@]23COC(=O)C2=CCCC3[C@@]1(C)CCC1COC(=O)C1 (stereo partly drawn)	.	-15	2	-5	5	98	-5	.	6	7.6	105
COc1ccc(NC(=O)C2CCCN(CCCc3ccccc3)C2)cc1OCC(C)C (stereo not drawn)	7	3	1	16	-16	-5	-5	.	2	0.9	108
CNC(=O)CN(c1ccc(OC)cc1)S(=O)(=O)c1ccc(F)cc1	0	-1	7	-8	8	-10	-1	4	0	-7.7	.
C/C(=N/Nc1ccnc2cc(Cl)ccc12)c1ccc(O)cc1	.	-5	-6	39	-39	3	8	47	7	-2.3	105
C=CCn1c(C)cc(C(=O)CSc2nc3ccccc3o2)c1C	-1	0	-6	2	-2	-11	-9	46	11	0.2	.
CC(C)c1ccc(/C=C2\Oc3c(ccc(O)c3CN3CCN(C)CC3)C2=O)cc1	1	-2	9	-9	9	2	-1	18	9	-0.6	99
O=C(NNC(=O)c1ccccc1-n1cccc1)c1ccc(Cl)cc1Cl	2	-15	5	2	-2	-9	-4	-7	0	0.5	97
O=C(NCCN1CCOCC1)c1ccc(Cl)c(S(=O)(=O)N2CCOCC2)c1	-2	4	2	-3	3	41	-2	-7	26	0.5	103
CCc1ccccc1NCC(=O)Nc1ccc(Cl)c(C(F)(F)F)c1	-2	-11	-9	4	-4	-22	4	7	8	0.0	103
CC1CCCCC1NC(=S)Nc1ccc(Cl)cc1Cl (stereo not drawn)	-9	-1	-6	53	-53	19	-11	19	8	-2.8	93
Cc1[nH]c2ccccc2c1C(c1ccncc1)N1CCC(C)CC1 (stereo not drawn)	2	0	-3	-29	29	161	-8	-5	27	1.9	98
COc1ccc(OCC(=O)N(Cc2ccc(C)o2)C2CCS(=O)(=O)C2)cc1 (stereo not drawn)	2	6	10	-8	8	-7	-7	-2	47	-0.9	101
Nc1nc(SCC(=O)Nc2cc(-c3ccccc3)nn2-c2ccccc2)n[nH]1	0	8	3	3	-3	0	-7	4	-1	-1.2	128
O=c1cc(N2CCOCC2)c2ccccc2o1	-4	-4	-7	-5	5	-7	-7	3	-7	1.4	97
C=CCOn1c(=O)c(-c2ccc(OC)c(OC)c2)[n+]([O-])c2ccccc21	8	1	-7	-17	17	-5	7	.	13	0.2	97
Cc1cccc(NC(=O)C2CCN(S(=O)(=O)c3c(C)noc3/C=C/c3ccco3)CC2)n1	-3	0	-8	29	-29	3	-7	-4	16	1.1	.
CC(=O)CSc1ncnc2sc3c(c12)CCCC3	.	7	5	8	-8	712*	-11	-2	15	0.5	99
CCOc1ccc2ccccc2c1CNc1nnnn1CC	1	4	-3	.	.	12	-1	-7	1	-0.5	104
CCOC(=O)CCC(=O)Nc1ccc(S(=O)(=O)Nc2cc(OC)nc(OC)n2)cc1	23	-8	0	1	-1	214	3	.	-3	-1.6	122
CCCCn1c(NC(=O)c2ccc(Br)o2)c(S(=O)(=O)c2ccccc2)c2nc3ccccc3nc21	104*	-15	-15	-15	15	30	-6	-8	34	-1.3	97
O=[N+]([O-])c1ccc(S(=O)(=O)NCCS(=O)(=O)N2CCN(c3ccccc3)CC2)cc1	-6	-8	-8	-11	11	15	0	-13	-6	2.6	102
Cc1cccc(NC(=O)c2cccc(NC(=O)Cc3cccs3)c2)c1	-1	-2	-9	46	-46	60	-7	42	1	1.5	97
Cc1cccc(NC2=NC(C)(C)N=C(N)N2)c1	0	-2	-10	9	-9	270	-3	-41	8	0.8	83
CCOc1ccc(C(O)(c2ccccc2)C(CN2CCCC2)c2ccccc2)cc1 (stereo not drawn)	23	6	-1	-11	11	-8	-4	20	9	-0.6	100
Cc1nn(Cc2ccccc2)c(C)c1CNC(=O)c1ccc(F)c(S(=O)(=O)N2CCOCC2)c1	-1	-1	2	30	-30	-3	-12	-15	13	-3.2	.
COc1cc(C(=O)COC(=O)C2CCCCC2)cc(OC)c1OC	-2	-3	4	-3	3	-3	-5	9	15	2.0	119
CSCCC(NC(=O)c1ccccc1C)C(=O)O (stereo not drawn)	-2	3	-6	5	-5	1	-2	5	-9	-0.1	102
CN(C[C@H](Cc1ccccc1)N(C[C@H](CC1CCCCC1)N(CCc1ccccc1)N=O)N=O)N=O	.	-7	-6	-17	17	-19	1	-12	0	-1.0	102
Cc1cc(=O)oc2cc(OCC(=O)OCC(=O)N3CCC(C)CC3)ccc12	-2	-9	-19	-5	5	8	-7	-5	8	1.7	102
COc1ccccc1/C=C1\SC(=O)N(CCC(=O)NNC(=O)c2ccccc2Cl)C1=O	0	-2	6	60	-60	-3	21*	30	18	0.4	64
O=C(N/N=C/c1c[nH]c2ccccc12)c1cc(Br)ccc1O	4	3	-3	-6	6	14	-4	-5	5	-1.1	105
Cc1nn(C)c(C)c1C(C)NC(=O)c1cc(COc2cncc(Cl)c2)on1 (stereo not drawn)	-1	-6	4	12	-12	11	-11	0	36	-1.7	109
CCCCNc1c(-c2ccc(OC)c(SC3CCCCC3)c2)nc2cnccn12	.	-3	-1	27	-27	1	-9	5	16	-0.8	161
CC(C)(C)OC(=O)N1Cc2ccccc2C[C@H]1C(=O)NCC(=O)Nc1ccc2c(c1)OCCO2	1	7	4	0	0	1	-7	-7	18	-2.4	.
O=C(c1ccc2nc3ccccc3c(=O)n2c1)N1CCN(Cc2ccc3c(c2)OCO3)CC1	-17	-5	-3	11	-11	28	-5	18	-5	1.0	101
C=C(C(=O)c1ccccc1)C(c1ccccc1)C(C)C(=O)c1ccccc1 (stereo not drawn)	1	-5	-6	27	-27	-2	-8	-7	-7	0.0	100
CN(Cc1ccccc1)C(=O)COC(=O)c1ccc(S(=O)(=O)N(C)C)cc1	.	-3	-5	-21	21	-17	-11	3	5	-4.3	100
CCCCC1(c2ccc(F)cc2)NC(=O)N(CC(=O)Nc2ccc(N3CCOCC3)cc2)C1=O (stereo not drawn)	3	-5	-4	28	-28	7	-14	-9	0	1.4	104
CC1=Nc2cc(Cl)ccc2Oc2ccccc21	-5	-2	-8	-18	18	-2	-10	0	5	0.0	101
CN(Cc1ccccc1)C(=O)COC(=O)c1ccccc1NS(=O)(=O)c1cccc(N)c1	-2	-17	-2	-1	1	10	-9	-13	-2	-0.2	99
Cc1ccc(NCCCn2cnc(C(=O)Nc3ccc(C)c(C)c3)n2)cc1C	.	3	-11	21	-21	.	-10	-2	-4	-4.0	103
Cc1cc(C(=O)OCC(=O)Nc2ccc(F)cc2[N+](=O)[O-])c2ccccc2n1	1	-5	-3	16	-16	5	-1	-11	-5	-1.4	96
COc1ccc(S(=O)(=O)N2CCCOC2CNC(=O)C(=O)NCCc2ccco2)cc1OC (stereo not drawn)	0	5	1	-26	.	-9	-9	-3	1	0.6	109
COc1ccc2c3c([nH]c2c1)C1(NCC3)C(=O)Nc2ccccc21 (stereo not drawn)	-2	-5	-10	-3	9	13	-7	8	4	3.5	100
COc1ccc(C(=O)Nc2ncc(C)s2)cc1S(=O)(=O)N1CCOCC1	1	5	-13	15	-15	-22	-4	-3	7	-1.1	.
